NSD2 block: inhibitors of human NSD2 methyltransferase | O96028 | NSD2-SET H3K36me1 DELFIA fluorescence, biochemical | inhibition, % at 12.5 µM | hit rate 0.07% among 44,000 | AID 624260; in the data active = inhibition above about 54%, passing the limit was not always enough; inconclusive = no clear call, values can overlap the other calls;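 also: inhibitors reduce the monomethyl H3K36 fluorescence signal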
Target sequence (O96028 whole entry, looked up): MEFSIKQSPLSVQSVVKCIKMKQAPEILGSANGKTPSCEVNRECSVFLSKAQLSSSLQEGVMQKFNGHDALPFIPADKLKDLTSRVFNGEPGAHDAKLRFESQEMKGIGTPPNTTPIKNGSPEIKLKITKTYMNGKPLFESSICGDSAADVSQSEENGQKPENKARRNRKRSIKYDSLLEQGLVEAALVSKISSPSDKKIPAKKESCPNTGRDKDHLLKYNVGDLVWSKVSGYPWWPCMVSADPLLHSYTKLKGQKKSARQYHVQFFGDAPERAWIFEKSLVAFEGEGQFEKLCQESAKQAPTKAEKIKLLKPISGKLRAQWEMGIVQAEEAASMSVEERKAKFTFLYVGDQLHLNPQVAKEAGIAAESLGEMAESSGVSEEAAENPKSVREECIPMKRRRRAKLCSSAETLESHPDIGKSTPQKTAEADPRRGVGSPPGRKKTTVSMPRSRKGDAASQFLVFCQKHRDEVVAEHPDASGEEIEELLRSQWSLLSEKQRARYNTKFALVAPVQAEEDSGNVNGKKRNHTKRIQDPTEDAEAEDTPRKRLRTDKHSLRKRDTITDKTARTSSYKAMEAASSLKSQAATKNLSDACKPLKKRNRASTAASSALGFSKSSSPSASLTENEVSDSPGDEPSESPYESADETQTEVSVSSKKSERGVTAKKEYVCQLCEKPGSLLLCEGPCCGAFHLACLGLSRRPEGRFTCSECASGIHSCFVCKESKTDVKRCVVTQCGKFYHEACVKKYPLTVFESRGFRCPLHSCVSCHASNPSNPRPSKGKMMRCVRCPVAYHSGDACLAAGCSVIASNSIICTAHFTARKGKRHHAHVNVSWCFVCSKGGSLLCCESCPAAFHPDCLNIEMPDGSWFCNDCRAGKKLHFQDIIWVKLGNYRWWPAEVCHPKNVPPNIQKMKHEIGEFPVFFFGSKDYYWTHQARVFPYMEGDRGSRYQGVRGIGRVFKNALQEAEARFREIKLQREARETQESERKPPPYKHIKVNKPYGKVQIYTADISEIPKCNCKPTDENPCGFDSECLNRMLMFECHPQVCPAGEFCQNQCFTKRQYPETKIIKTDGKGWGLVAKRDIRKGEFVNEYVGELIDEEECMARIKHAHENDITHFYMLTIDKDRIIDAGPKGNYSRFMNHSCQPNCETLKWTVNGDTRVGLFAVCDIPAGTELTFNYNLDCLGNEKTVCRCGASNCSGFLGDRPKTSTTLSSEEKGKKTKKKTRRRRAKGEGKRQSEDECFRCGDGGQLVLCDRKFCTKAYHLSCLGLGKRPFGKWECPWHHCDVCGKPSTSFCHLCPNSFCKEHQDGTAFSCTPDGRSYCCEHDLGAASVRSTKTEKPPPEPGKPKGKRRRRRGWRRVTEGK
The depositor's hits bear a star; ? = inconclusive. An excerpt (hit frequency here may not be typical).

SMILES | NSD2 block
C[C@@H]1CN([C@@H](C)CO)S(=O)(=O)c2ccc(-c3cncnc3)cc2O[C@@H]1CN(C)C(=O)c1cccc(F)c1 | 0.8
C[C@@H]1CN([C@@H](C)CO)C(=O)c2cc(NC(=O)C3CC3)ccc2O[C@@H]1CN(C)S(=O)(=O)c1cccs1 | 2.1
C[C@H]1CN([C@@H](C)CO)C(=O)Cc2cc(NC(=O)C3CCCCC3)ccc2O[C@@H]1CN(C)Cc1ccc(Oc2ccccc2)cc1 | -4.9
COc1ccc(C#Cc2cnc3c(c2)C(=O)N([C@H](C)CO)C[C@H](C)[C@H](CN(C)C(=O)Nc2ccc4c(c2)OCO4)O3)cc1OC | -0.6
Cc1ccc(C)c(N2CCN(C(=O)CN3CC(c4ccccc4)CC3=O)CC2)c1 (stereo unspecified) | -1.0
CC(C)NC(=O)N(C)C[C@@H]1Oc2cc(-c3cccnc3)ccc2S(=O)(=O)N([C@H](C)CO)C[C@H]1C | ?
CC(C)[C@H](C)NC(=O)N(C)C[C@@H]1OCc2ccccc2-c2c(n(C)c3ccccc23)C(=O)N([C@H](C)CO)C[C@@H]1C | -6.7
C[C@@H]1CN([C@@H](C)CO)C(=O)Cc2cc(NC(=O)CCCCCC(=O)Nc3ccccc3N)ccc2O[C@@H]1CN(C)C(=O)NC1CCCCC1 | 2.1
C[C@@H]1CN([C@@H](C)CO)C(=O)c2cc(NC(=O)CCCN(C)C)ccc2O[C@@H]1CN(C)C(=O)Nc1cccc2ccccc12 | 2.3
C[C@H]1CN([C@@H](C)CO)S(=O)(=O)c2ccc(C#CCN(C)C)cc2O[C@H]1CN(C)C(=O)CC1CC1 | -1.8
O=C(CCCCCC(=O)N/N=C/c1ccc(O)cc1O)NO | 0.1
COc1cc(OC)c(C(=O)CCCCN2CCC3(CC2)NC(=O)NC3=O)cc1NS(=O)(=O)c1ccc(C(F)(F)F)cc1 | 8.5
COc1ccc(-c2cnc3c(c2)C(=O)N([C@@H](C)CO)C[C@H](C)[C@@H](CN(C)Cc2ccccc2)O3)cc1 | -4.8
CCCNC(=O)N(C)C[C@@H]1Oc2ncc(C#C[C@H](C)O)cc2C(=O)N([C@@H](C)CO)C[C@@H]1C | 6.4
C[C@H](CO)N1C[C@H](C)[C@H](CN(C)C(=O)Nc2ccc(C(F)(F)F)cc2)OCCCC[C@H](C)Oc2ccc(NC(=O)Nc3ccc4c(c3)OCO4)cc2C1=O | -7.6
C[C@@H]1CN([C@@H](C)CO)C(=O)CCCn2nncc2CO[C@@H]1CN(C)C(=O)Nc1ccccc1F | -2.9
C[C@@H]1CN([C@@H](C)CO)C(=O)CCCn2nncc2CO[C@@H]1CN(C)Cc1ccccc1 | 4.3
C[C@H](CO)N1C[C@H](C)[C@H](CN(C)C(=O)Cc2cccnc2)Oc2cc(C#Cc3ccccc3F)ccc2S1(=O)=O | 0.7
C[C@@H]1CN([C@H](C)CO)C(=O)c2cc(NC(=O)Nc3ccc4c(c3)OCO4)ccc2O[C@@H](C)CCCCO[C@H]1CN(C)S(=O)(=O)c1cccs1 | -2.7
C[C@@H]1CN([C@@H](C)CO)C(=O)c2cc(NC(=O)CCN3CCOCC3)ccc2O[C@H]1CN(C)Cc1ccc(C(=O)Nc2ccccc2N)cc1 | 1.9
CC(C)NC(=O)N[C@H]1C=C[C@@H](CC(=O)NCc2ccc(Oc3ccccc3)cc2)O[C@@H]1CO | -3.8
C[C@H]1CN([C@@H](C)CO)C(=O)c2cc(NC(=O)CCN3CCOCC3)ccc2O[C@@H]1CN(C)S(=O)(=O)c1cn(C)cn1 | 3.1
C[C@H](CO)N1C[C@H](C)[C@H](CN(C)C(=O)Nc2ccc3c(c2)OCO3)Oc2ccc(NS(=O)(=O)c3ccc(F)cc3)cc2C1=O | 0.1
CCC(=O)N(C)C[C@@H]1Oc2cc(-c3ccccc3F)ccc2S(=O)(=O)N([C@@H](C)CO)C[C@@H]1C | 5.4
CC(C)NC(=O)N(C)C[C@@H]1Oc2cc(-c3ccccc3)ccc2S(=O)(=O)N([C@H](C)CO)C[C@@H]1C | -3.5

Pulled by structure from above, 5 records:
SMILES | NSD2 block
C[C@H]1CN([C@@H](C)CO)C(=O)c2cc(NC(=O)CCN3CCOCC3)ccc2O[C@@H]1CN(C)S(=O)(=O)c1cn(C)cn1 | 3.1
CC(C)[C@H](C)NC(=O)N(C)C[C@@H]1OCc2ccccc2-c2c(n(C)c3ccccc23)C(=O)N([C@H](C)CO)C[C@@H]1C | -6.7
Cc1ccc(C)c(N2CCN(C(=O)CN3CC(c4ccccc4)CC3=O)CC2)c1 (stereo unspecified) | -1.0
C[C@@H]1CN([C@@H](C)CO)S(=O)(=O)c2ccc(-c3cncnc3)cc2O[C@@H]1CN(C)C(=O)c1cccc(F)c1 | 0.8
CC(C)NC(=O)N[C@H]1C=C[C@@H](CC(=O)NCc2ccc(Oc3ccccc3)cc2)O[C@@H]1CO | -3.8

Returning to the listing with the 2 entries that preceded the break.
SMILES | NSD2 block
CCC(=O)N(C)C[C@@H]1Oc2cc(-c3ccccc3F)ccc2S(=O)(=O)N([C@@H](C)CO)C[C@@H]1C | 5.4
CC(C)NC(=O)N(C)C[C@@H]1Oc2cc(-c3ccccc3)ccc2S(=O)(=O)N([C@H](C)CO)C[C@@H]1C | -3.5
COCC(=O)N(C)C[C@H]1Oc2cc(-c3cccc(F)c3)ccc2S(=O)(=O)N([C@@H](C)CO)C[C@H]1C | 3.5
C[C@H](CO)N1C[C@H](C)[C@H](CN(C)C(=O)Nc2ccccc2)OCCCC[C@H](C)Oc2ccc(NS(=O)(=O)c3ccccc3)cc2C1=O | -1.6
C[C@@H]1CN([C@@H](C)CO)C(=O)Cc2cc(NS(=O)(=O)c3cn(C)cn3)ccc2O[C@@H]1CN(C)S(C)(=O)=O | 5.7
C[C@@H]1CN([C@H](C)CO)C(=O)c2cccc(NS(=O)(=O)c3cccs3)c2O[C@@H]1CN(C)Cc1ccncc1 | 6.0
C[C@H](CO)N1C[C@H](C)[C@@H](CN(C)S(=O)(=O)c2cccs2)Oc2ccc(NC(=O)Cn3cnnn3)cc2CC1=O | 0.1
C[C@@H]1CN([C@H](C)CO)C(=O)Cc2cc(NS(=O)(=O)c3cn(C)cn3)ccc2O[C@H]1CN(C)Cc1ccncc1 | 3.4
COCCOC(=O)N1C(=O)[C@@]2(c3cc(C#CC4(O)CCCCCC4)ccc31)[C@H](c1ccc(O)cc1)N1[C@H](c3ccccc3)[C@H](c3ccccc3)OC(=O)[C@H]1[C@@H]2C(=O)N1CCN(c2ncccn2)CC1 | -0.7
Cc1noc(C)c1S(=O)(=O)N(C)C[C@@H]1Oc2ccc(NS(=O)(=O)c3ccc(Cl)cc3)cc2CC(=O)N([C@H](C)CO)C[C@@H]1C | -8.2
C[C@@H]1CN([C@@H](C)CO)C(=O)c2cc(-c3ccncc3)cnc2O[C@H]1CN(C)C(=O)c1ccc(F)cc1 | 2.4
C[C@H]1CN([C@@H](C)CO)C(=O)c2cc(NS(=O)(=O)c3ccc(F)cc3)ccc2O[C@@H]1CN(C)S(C)(=O)=O | 1.3
Cc1noc(C)c1NC(=O)Nc1ccc2c(c1)CC(=O)N([C@H](C)CO)C[C@H](C)[C@H](CN(C)S(=O)(=O)c1ccc(F)cc1)O2 | 4.1
COc1cc(/C=N/NC(=O)c2cccc(C(=O)NO)c2)cc(OC)c1OC | 3.8
C[C@@H]1CN([C@H](C)CO)C(=O)CCCn2nncc2CO[C@@H]1CN(C)S(=O)(=O)c1ccc(F)cc1 | -0.9
C[C@H](CO)N1C[C@H](C)[C@H](CN(C)Cc2ccccc2C(=O)O)Oc2ncc(C3=CCCC3)cc2C1=O | 0.9
Cc1ccccc1-c1ccc2c(c1)O[C@@H](CN(C)Cc1ccc(C(=O)O)cc1)[C@H](C)CN([C@H](C)CO)S2(=O)=O | -2.0
CC(C)OC(=O)N(C)C[C@@H]1OCc2cn(nn2)CCCC(=O)N([C@@H](C)CO)C[C@H]1C | 1.1
C[C@@H]1CCCCO[C@@H](CN(C)Cc2ccc(C(F)(F)F)cc2)[C@@H](C)CN([C@@H](C)CO)C(=O)c2cc(NC(=O)C3CCCCC3)ccc2O1 | -2.6
CC(C)C[C@@H]1NC(=O)[C@@H]2C[C@H](C(=O)O)[C@H](c3cccc(OCCO)c3)N2C1=O | -1.9
O=C(C[C@@H]1CC[C@H](NS(=O)(=O)c2ccccc2)[C@@H](CO)O1)NCCN1CCCCC1 | -0.3
CNC[C@@H]1Oc2cc(C#Cc3cccnc3)ccc2S(=O)(=O)N([C@@H](C)CO)C[C@H]1C | -0.4
C[C@H](CO)N1C[C@H](C)[C@@H](CN(C)C)Oc2c(NC(=O)Nc3ccccc3)cccc2C1=O | 0.3
C[C@H](CO)N1C[C@H](C)[C@@H](CN(C)Cc2ccccc2)Oc2cc(/C=C/c3ccccc3)ccc2S1(=O)=O | -8.3
C[C@H]1CCCCO[C@@H](CN(C)Cc2ccc(C(F)(F)F)cc2)[C@@H](C)CN([C@@H](C)CO)C(=O)c2cc(NS(C)(=O)=O)ccc2O1 | 0.5
C[C@H]1CN([C@@H](C)CO)C(=O)c2cccc(NS(=O)(=O)c3ccc(Cl)cc3)c2O[C@H]1CN(C)Cc1ccc(C(=O)O)cc1 | -18.8
Cc1noc(C)c1S(=O)(=O)Nc1ccc2c(c1)C(=O)N([C@H](C)CO)C[C@@H](C)[C@@H](CN(C)Cc1ccc(C(F)(F)F)cc1)O2 | -16.7

Next section
SMILES | NSD2 block
C[C@@H]1CN([C@@H](C)CO)C(=O)c2cc(C#C[C@@H](C)O)cnc2O[C@H]1CN(C)C(=O)Nc1ccc(C(F)(F)F)cc1 | 2.9
C[C@@H]1CN([C@H](C)CO)C(=O)Cc2cc(NS(=O)(=O)c3cn(C)cn3)ccc2O[C@@H]1CN(C)Cc1ccc(C(=O)O)cc1 | -2.0
C[C@@H]1CN([C@H](C)CO)C(=O)c2cc(NC(=O)Cc3ccccc3)ccc2O[C@@H]1CN(C)Cc1ccc(C(=O)Nc2ccccc2N)cc1 | -6.1
C[C@H]1CN([C@@H](C)CO)C(=O)c2cc(C3=CCCCC3)cnc2O[C@H]1CN(C)C(=O)Nc1ccc(F)cc1 | -13.9
Cc1ccccc1-c1ccc2c(c1)O[C@@H](CN(C)Cc1ccc(C(=O)O)cc1)[C@@H](C)CN([C@@H](C)CO)S2(=O)=O | 2.5
COc1cccc(S(=O)(=O)Nc2ccc3c(c2)[C@H]2C[C@@H](CC(=O)NC4CCCCC4)O[C@H](CO)[C@H]2O3)c1 | 8.5
COc1ccc2[nH]c(C(=O)c3ccccc3)cc2c1 | -0.6
C[C@@H]1CN([C@H](C)CO)C(=O)Cc2cc(NC(=O)C3CC3)ccc2O[C@H]1CN(C)S(=O)(=O)c1ccc(Cl)cc1 | -1.1
COc1ccc(S(=O)(=O)Nc2ccc3c(c2)C(=O)N([C@H](C)CO)C[C@H](C)[C@H](CN(C)C)OCCCC[C@H](C)O3)cc1 | 3.7
C[C@@H]1CCCCO[C@@H](CN(C)Cc2ccc(C(=O)O)cc2)[C@H](C)CN([C@H](C)CO)C(=O)c2cc(NC(=O)C3CCCCC3)ccc2O1 | 9.5
CCCC#Cc1ccc2c(c1)O[C@@H](CN(C)C(=O)NCCC)[C@@H](C)CN([C@@H](C)CO)S2(=O)=O | 45.7
C[C@H](CO)N1C[C@H](C)[C@H](CN(C)CC2CCCCC2)Oc2ccc(NC(=O)NC3CCCCC3)cc2C1=O | -4.2
C[C@@H]1CCCCO[C@@H](CN(C)C(=O)Nc2ccc(C(F)(F)F)cc2)[C@H](C)CN([C@H](C)CO)C(=O)c2cc(NC(=O)C3CCCCC3)ccc2O1 | -4.8
C[C@@H]1CN([C@H](C)CO)C(=O)Cc2cc(NS(=O)(=O)c3cn(C)cn3)ccc2O[C@@H]1CN(C)C(=O)Nc1ccccc1 | -0.4
C[C@@H]1CN([C@H](C)CO)C(=O)c2cc(-c3cncnc3)cnc2O[C@H]1CN(C)Cc1cncnc1 | 0.4
CCCN(C)C[C@@H]1Oc2cc(C#Cc3ccccc3F)ccc2S(=O)(=O)N([C@@H](C)CO)C[C@@H]1C | 5.7
COc1ccc(S(=O)(=O)Nc2ccc3c(c2)CC(=O)N([C@H](C)CO)C[C@H](C)[C@@H](CN(C)Cc2ccccc2)O3)cc1 | -1.6
C[C@H](O)C#Cc1cnc2c(c1)C(=O)N([C@H](C)CO)C[C@H](C)[C@@H](CN(C)C(=O)c1ccccc1)O2 | 2.4
C[C@@H]1CN([C@H](C)CO)C(=O)c2cc(NC(=O)CCC(F)(F)F)ccc2O[C@@H](C)CCCCO[C@H]1CN(C)S(=O)(=O)c1ccc(F)cc1 | -2.7
CNC[C@@H]1Oc2cc(C#Cc3ccc(F)cc3)ccc2S(=O)(=O)N([C@@H](C)CO)C[C@H]1C | 7.5
C[C@H]1CCCCO[C@@H](CN(C)Cc2ccccc2)[C@@H](C)CN([C@@H](C)CO)C(=O)c2cc(NC(=O)Nc3ccc4c(c3)OCO4)ccc2O1 | 6.4
CC(C)NC(=O)N(C)C[C@H]1Oc2ncc(C#Cc3ccccc3F)cc2C(=O)N([C@@H](C)CO)C[C@H]1C | -4.1
C[C@H](CO)N1C[C@H](C)[C@H](CN(C)Cc2ccc(C(=O)O)cc2)Oc2c(NC(=O)C3CCOCC3)cccc2C1=O | 4.9
O=C(NCCO[N+](=O)[O-])c1cccnc1 | 7.9
C[C@H](CO)N1C[C@H](C)[C@@H](CN(C)C(=O)Nc2ccc(F)cc2)Oc2ccc(NS(=O)(=O)c3cccs3)cc2CC1=O | 1.3
C[C@@H]1CCCCO[C@H](CN(C)C(=O)C2CCCCC2)[C@H](C)CN([C@H](C)CO)C(=O)c2cc(N(C)C)ccc2O1 | -9.5
Cc1ccc(S(=O)(=O)N(C)C[C@@H]2Oc3ccc(NC(=O)Cc4ccccc4)cc3C(=O)N([C@H](C)CO)C[C@H]2C)cc1 | 1.4
O=C(O)C[C@@H]1C[C@H]2c3cc(NC(=O)CC4CC4)ccc3O[C@H]2[C@H](CO)O1 | -3.3
C[C@@H]1CN([C@@H](C)CO)C(=O)c2cccc(NS(=O)(=O)c3cn(C)cn3)c2O[C@@H]1CN(C)C(=O)Nc1ccc(C(F)(F)F)cc1 | -5.4
